HT1080 IDH1KD tx = HT-1080 IDH1 knockdown cell toxicity (counter line) | 360,000 tested, 2% active | Potency, µM (titrated, usually from 46.1 µM), for inactives: top-dose activity, negative = toxicity, hits mostly cytotoxic | HT-1080 IDH1 knockdown viability, ATP luminescence, 48 h | AID 686971;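 note: 0% = DMSO wells and -100% = cell-free medium wells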
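Cytotoxicity counter-line: IDH1KD HT-1080, 48 h, CellTiter-Glo. Curves classed by r2, magnitude and activity.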
SW480 rereplic = inducers of DNA re-replication in SW480 colon cancer cells; SW480 DNA re-replication, Hoechst DNA content imaging, 48 h; Potency, µM (titrated, usually from 46.1 µM), for the others: at the top dose re-replication activation, usual class: activators; 340,000 tested, 1.8% active; note: % of control where 0% means no effect; nearly all actives have a fitted effect of over 55% in size
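Treated cells incubate 48 hr (37 C, 5% CO2), are stained 40 min with Hoechst, and nuclear fluorescence is enumerated; a rise in nuclei with high DNA signal marks re-replication.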
GLP-1R agonist = agonists of human GLP-1 receptor. P43220. HEK293 GLP-1R CRE-luciferase, luminescence, 4-6 h; cells express a hypersensitive GLP-1R form. Potency, µM (titrated, usually from 45.6 µM), inactives show at the top dose activation, usual class: activators. 380,000 tested, 0.007% active. AID 624172; note: % of control where 0% means no effect
Target sequence (P43220 whole entry, looked up): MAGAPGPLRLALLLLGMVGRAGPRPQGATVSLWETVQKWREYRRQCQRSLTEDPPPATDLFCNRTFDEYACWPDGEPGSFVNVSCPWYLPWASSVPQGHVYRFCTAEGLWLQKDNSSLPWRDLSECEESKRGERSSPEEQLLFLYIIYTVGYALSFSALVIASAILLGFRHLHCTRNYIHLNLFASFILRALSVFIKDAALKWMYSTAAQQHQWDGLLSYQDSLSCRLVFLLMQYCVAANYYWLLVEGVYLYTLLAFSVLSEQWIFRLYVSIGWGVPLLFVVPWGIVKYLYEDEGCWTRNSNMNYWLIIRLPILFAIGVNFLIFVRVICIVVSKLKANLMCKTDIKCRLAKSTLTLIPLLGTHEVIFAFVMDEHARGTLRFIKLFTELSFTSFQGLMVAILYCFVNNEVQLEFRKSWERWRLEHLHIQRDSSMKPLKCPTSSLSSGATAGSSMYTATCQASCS
GLP1R cytotox = cytotoxic in the GLP-1 receptor inverse agonist counter-screen. HEK293 cAMP-luciferase reporter cells, luminescence, 24 h. Potency, µM (highest dose often 38.3 µM), for the others: at the highest dose activity change, negative = inhibition, usual class: inhibitors. 410,000 tested, 0.13% active. AID 624418;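 note: loss of luciferase light is scored as toxicity; % is set by controls: 0 for no effect and ±100 for the full control effect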
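Compound-treated cells are incubated 24 hr at 37 deg C under 5% CO2 after a 12 hour attachment period, then luciferase detection reagent is added and luminescence is measured following 12 min at room temperature; lowered signal indicates toxicity.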
KB-V1 MDR tox = KB-V1 MDR subline cytotoxicity; KB-V1 MDR cells viability, CellTiter-Glo, 72 h; Potency, µM (highest dose often 46.1 µM), without a hit: at the top dose activity change, negative = cytotoxicity, hits mostly cytotoxic; 400,000 tested, 3.4% active; AID 1347076; note: % is set by controls: 0 for no effect and ±100 for the full control effect; nearly all actives have a fitted effect of over 60% in size
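qHTS viability screen in drug-selected KB-V1 MDR cells: 72 h compound treatment at 37 degrees C, ATP luminescence end point.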
HT1080-NT tox = kills 2HG-producing HT-1080-NT fibrosarcoma cells | HT-1080-NT fibrosarcoma viability, CellTiter-Glo ATP luminescence, 48 h | Potency, µM (highest dose often 46.1 µM), without a hit: top-dose activity, negative = less viability, usual class: cytotoxic | 360,000 tested, 1.6% active | AID 686970;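 note: NT is the 2HG producing partner of a matched IDH1 knockdown line; 0% = DMSO-treated cells and -100% = media-only wells without cells; nearly all actives have a fitted effect of over 55% in size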
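Toxicity toward the 2HG-producing NT line was scored as %Activity, normalised to DMSO and no-cell wells, from CellTiter-Glo luminescence after 48 hours' treatment.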
KB-3-1 tox = kills parental KB-3-1 adenocarcinoma cells; 400,000 tested, 1.4% active; Potency, µM (doses to about 46.1 µM), for the others: at the highest dose activity change, negative = cytotoxic, hits mostly cytotoxic; KB-3-1 viability, CellTiter-Glo ATP luminescence, 72 h; note: % is set by controls: 0 for no effect and ±100 for the full control effect; nearly all actives have a fitted effect of over 60% in size
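72 h, 37 °C compound treatment of KB-3-1 parental cells; CellTiter-Glo added, 10 min, luminescence read. Data corrected against DMSO-only plates and normalized before curve fitting.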
TDP43 rescue = rescues yeast growth from TDP-43 toxicity; TDP-43 expressing yeast growth rescue, BacTiter-Glo, 24 h; Potency, µM (titrated, usually from 46.1 µM), for the others: at the highest dose growth rescue (activation), actives largely listed as activators; 410,000 tested, 1.8% active; AID 652104; note: % of control where 0% means no effect; nearly all actives have a fitted effect of over 50% in size
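In this qHTS, compounds that restore growth of yeast expressing TDP-43 appear as activators. Cells (OD600=0.02, galactose medium, raffinose-pregrown) are incubated with compound 24 hr at 30 deg C and growth is quantified by BacTiter-Glo.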
GLP-1R inv ag = inverse agonists of human GLP-1 receptor | P43220 | HEK293 GLP-1R CRE-luciferase, luminescence, 24 h; GLP-1R form is constitutively active | Potency, µM (highest dose often 38.3 µM), for inactives: at the top dose activity change, negative = inhibition, usual class: inhibitors | 410,000 tested, 1.6% active | AID 624417; note: % is set by controls: 0 for no effect and ±100 for the full control effect; nearly all actives have a fitted effect of over 55% in size
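Using stably transfected HEK293 (constitutively active GLP-1R, cAMP-luciferase reporter), compounds were incubated 24 hr and luciferase measured by luminescence.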
The depositor's hits bear a star; u = inconclusive; x = not tested or not shown; [ ] = another dose, or the depositor's remark. Calls come from the whole dose curve; as a rule, active = well fitted curve in the direction sought with a large enough effect; inconclusive = small, poorly fitted or top-dose-only effect, or another doubt; inactive = no such curve, though single readings can be large; an effect the other way counts as inactive or inconclusive. Potency is the fitted concentration of half-maximal effect.

SMILES	HT1080 IDH1KD tx	SW480 rereplic	GLP-1R agonist	GLP1R cytotox	KB-V1 MDR tox	HT1080-NT tox	KB-3-1 tox	TDP43 rescue	GLP-1R inv ag
C=CCn1c(SCc2ccc(Cl)cc2)nc2c1c(=O)[nH]c(=O)n2C	-3%	-2%	u	3%	16µM*	-28%	-5%	20%	54%[activator]
CCCCN(C(=O)CSCC(=O)Nc1ccc(C)cc1)c1c(N)n(CCCC)c(=O)[nH]c1=O	10%	1%	8%	-9%	-6%	8%	-2%	3%	-15%
COc1ccc(C(=O)N(Cc2ccc(C(C)C)cc2)C2CCS(=O)(=O)C2)cc1 (stereo not given)	x	x	x	-13%	0%	x	-24%	6%	-30%
O=C(C1Cc2ccccc2CN1S(=O)(=O)c1cccs1)N1CCCCC1 (stereo not given)	0%	-7%	-1%	-3%	-3%	5%	-6%	23%	-4%
C[C@]12C(=O)N(c3ccc(C(F)(F)F)cc3)C(=O)N1[C@@H]1c3ccccc3OC[C@@H]1[C@H]2c1ccccc1	0%	8%	-5%	4%	-16%	0%	0%	-9%	-23%
Cc1cc(=O)cc(C)n1-c1ccc(Cl)c(Cl)c1	18%	-8%	6%	7%	18%	18%	22%	-1%	8%
Cc1cc(N2CCCC2)c(C)cc1C=O	6%	0%	8%	3%	4%	10%	4%	16%	12%
CCCCCCN1C[C@@H](n2cc(C3CC3)nn2)[C@H](O)C[C@@H]1c1ccc(OC)cc1	-6%	x	4%	-25%	u	-11%	-26%	6%	u
CCN(CC)S(=O)(=O)c1ccc(O)c(C(=O)OCC(=O)NC23CC4CC(CC(C4)C2)C3)c1	8%	-2%	-10%	-6%	5%	1%	-8%	16%	7%
Nc1nn(-c2ccccc2)c(N)c1N=Nc1cccc(F)c1	5.8µM*	5.8µM*	19%	u	u	16µM*	5.8µM*	u	u
Cc1ccc(S(=O)(=O)NNC(=S)NC(C)(C)C)cc1	18%	-11%	-6%	13%	3%	5%	1%	-13%	0%
Cn1ccnc1Sc1cc(Cl)ccc1[N+](=O)[O-]	20%	1%	3%	5%[7.66 µM]	24%	8%	-1%	-7%[9.22 µM]	-26%[7.66 µM]
COCCn1c(CN2CCc3ccccc3C2)nc2c1c(=O)n(C)c(=O)n2C	17%	-16%	6%	3%	u	17%	-13%	9%	28%
O=Cc1ccc(N2Cc3ccccc3C2)cc1	-15%	0%	2%	-17%	0%	2%	-1%	3.2µM*	u
CCN(CC)c1nc(N)c([N+](=O)[O-])c(NCCO)n1	0%	-6%	15%	10%	-28%	-4%	12%	-5%	123%[activator]

Single records (already shown). Screens in order: HT1080 IDH1KD tx, SW480 rereplic, GLP-1R agonist, GLP1R cytotox, KB-V1 MDR tox, HT1080-NT tox, KB-3-1 tox, TDP43 rescue, GLP-1R inv ag
Profile of CCN(CC)c1nc(N)c([N+](=O)[O-])c(NCCO)n1 = 0%, -6%, 15%, 10%, -28%, -4%, 12%, -5%, 123%[activator]
Profile of Nc1nn(-c2ccccc2)c(N)c1N=Nc1cccc(F)c1 = 5.8µM*, 5.8µM*, 19%, u, u, 16µM*, 5.8µM*, u, u
Profile of O=Cc1ccc(N2Cc3ccccc3C2)cc1 = -15%, 0%, 2%, -17%, 0%, 2%, -1%, 3.2µM*, u
Profile of Cc1ccc(S(=O)(=O)NNC(=S)NC(C)(C)C)cc1 = 18%, -11%, -6%, 13%, 3%, 5%, 1%, -13%, 0%

More results follow.
SMILES	HT1080 IDH1KD tx	SW480 rereplic	GLP-1R agonist	GLP1R cytotox	KB-V1 MDR tox	HT1080-NT tox	KB-3-1 tox	TDP43 rescue	GLP-1R inv ag
COc1cc(/C=N/NC(=O)c2ccncc2)ccc1OCc1cnc(Cl)s1	-14%	-6%	16%	-3%	20%	-8%	11%	-4%[0.397 µM]	9%
CCCCCCCC(=O)NC1=NC(=O)C(C)(C)S1	-1%	3%	-6%	3%	2%	5%	0%	22%	-6%
CC1CCN(C(=O)C(C)NCc2ccc(F)cc2)CC1 (stereo not given)	-5%	2%	11%	0%	-1%	-8%	-2%	-10%	-21%
O=C(Nc1cccc(C(=O)O)c1)/C(=C/c1cccc([N+](=O)[O-])c1)NC(=O)c1cccc(Br)c1	2%	-10%	-4%	-12%	0%	8%	-6%	-24%	11%
C[C@@H]1COC(=O)[C@H](CC(=O)OC(C)(C)C)C/C=C\C[C@@H](CC(=O)N(CCO)Cc2ccccc2)C(=O)N1	1%	-2%	-1%	9%	-17%	-6%	26%	6%	-3%
COc1ccc2[nH]cc(C(=O)CN3CCC(C)CC3)c2c1	-22%	9%	17%	19%	-26%	-9%	-5%	-14%	1%
C[C@H](NC(=O)c1nc[nH]c1C(=O)NCC(=O)OC(C)(C)C)c1ccccc1	22%	-2%	13%	0%	13%	9%	23%	21%	8%
O=C(CSc1ccccn1)NC1CCCc2c1cnn2-c1ccccc1F (stereo not given)	-5%	x	-2%	3%	u	-4%	-6%	-7%	-20%
Cc1cc(=O)oc(C)c1C(=O)NCc1ccccc1	-6%	-2%	1%	12%	2%	1%	2%	-13%	19%
Cn1c(=O)c2c(ncn2CC(=O)OCC(=O)NCc2ccc(Cl)cc2)n(C)c1=O	14%	2%	7%	13%	-12%	18%	3%	-16%	3%
COc1ccc(CNC(=O)C/C(C)=N/NC(=O)c2ccc([N+](=O)[O-])cc2Cl)cc1	-1%	-9%	6%	0%	10%	-1%	16%	9%	8%
CCN(Cc1ccccc1)S(=O)(=O)c1ccc(C(=O)Nc2nnc(C)o2)cc1	u	u	0%	u	-10%	-22%	u	u	-22%
O=c1cc(N2CCN(c3ccccc3)CC2)[nH]c(=O)n1Cc1ccc(F)cc1	-8%	8%	-6%	4%	-1%	-6%	7%	-1%	-3%
COc1cc(OC)c(NC(=O)c2ccc3c(c2)N(Cc2ccc(C)cc2)CCS3)cc1Cl	x	x	x	2%	-1%	x	-14%	u	-2%
C/C(=N\N1CCN(C)CC1)c1ccc(OC(F)F)cc1	6%	-4%	-5%	-3%	10%	5%	5%	-2%	u
COc1cccc(O[C@@H]2O[C@@H]3COC(C)(C)O[C@H]3[C@H](O)[C@H]2NC(C)=O)c1	11%	-6%	-10%	3%	5%	21%	9%	6%	20%
Cc1cccc(-n2nc(C)cc2N)c1	-10%	u	23%	2%	-16%	-8%	-9%	-20%	-2%
O=C(COC(=O)CNC(=O)c1ccc(Br)cc1)NCCC1=CCCCC1	2%	-8%	0%	8%	-1%	-2%	3%	16%	4%
CCn1nc(NS(=O)(=O)c2ccccc2)c2cc3cccc(C)c3nc21	0%	0%	3%	-4%	u	-1%	-2%	7%	0%
CCc1ccc(OCC(=O)NNC(=O)CNC(=O)c2ccc(Br)o2)cc1	0%	-2%	-5%	-2%	-5%	-1%	0%	5%	19%
CCc1ccc(/C=N/NC(=O)C(=O)NCCCN2CCOCC2)cc1	7%	-9%	1%	5%	u	u	27%	14%	24%
CCOC(=O)C1=C(C)N=c2s/c(=C\c3cccc(OCC(=O)O)c3)c(=O)n2C1c1ccccc1 (stereo not given)	0%	-3%	2%	-5%	u	-3%	-5%	0%	u
Cc1ccccc1-c1nnc(-c2ccccc2)o1	-21%	1%	10%	5%	-5%	-10%	8%	13%	-17%
Fc1ccc(Nc2cccc3nccnc23)cc1	6%	-8%	u	-6%	4%	9%	-1%	u	31%
O=C(O)COc1ccccc1/C=N/NC(=O)Cc1ccccc1	4%	11%	0%	-20%	8%	-2%	3%	16%	19%
CC(=O)Nc1ccc(-c2ccnc3c2CC(C(=O)NCc2ccccc2)O3)cc1 (stereo not given)	u	x	21%	u	1.3µM*	u	0.065µM*	14%	-59%
Cc1ccc(S(=O)(=O)CC(=O)Nc2nc3c(C)cccc3s2)cc1	x	x	x	1%	4%	x	1%	16%	5%
O=C(NCc1ccc(Cl)cc1)c1cnn2ccccc12	-15%	0%	1%	4%	2%	-4%	-13%	30%	-24%
CC(C)OCCCNC(=O)C(=O)NCCCOC(C)C	1%	0%	5%	19%	1%	0%	-17%	17%	4%
CCCCOc1ccc(C(=O)N/C(=C/C=C/c2ccccc2)C(=O)NCCO)cc1	-8%	-2%	22%	-8%	13%	-3%	14%	-14%[0.397 µM]	u
O=C(C1=CC=CN2CCS(=O)(=O)N=C12)N1CCN(c2cccc(Cl)c2)CC1	5%	-3%	0%	4%	28%	15%	9%	0%	13%
CN(C)/C=C/c1c([N+](=O)[O-])c2ccc(O)cc2n1-c1ccccc1	u	u	-1%	0%	-21%	u	14%	-4%	u
COc1ccc(CC(=O)NCc2nnc(SCC(=O)Nc3nccs3)n2C)cc1	7%	-52%[inhibitor]	-4%	-9%	-2%	13%	-10%	17%	27%
COC(=O)c1cc(OC)c(OC)cc1NCC(=O)Nc1cccc(C(F)(F)F)c1	-10%	12%	11%	0%[1.53 µM]	u	2%	-13%	u	u
COc1ccc(OCCCC(=O)N(C)CC(=O)Nc2c(C)cccc2C)cc1	-1%	6%	5%	10%	-12%	-3%	-5%	-11%	-8%
COc1ccccc1N1CCN(C(=O)c2c(-c3ccccc3Cl)noc2C)CC1	u	u	1%	u	u	u	21µM*	4%	u
COc1nc(N)c(S(=O)(=O)c2ccc(C)cc2)cc1C#N	3%	-13%	1%	-15%	u	7%	1%	-5%	8%
COc1ccc(NC(=O)c2sc3nc(-c4cc5ccc(OC)cc5oc4=O)[nH]c(=O)c3c2C)cc1	x	x	x	7%	30%	x	3%	3%	6%
CC12CCC(C/C1=N\N=C1\NC(=O)/C(=C\c3ccc(Cl)cc3)S1)C2(C)C (stereo not given)	21µM*	u	-22%	76%[activator]	u	16µM*	u	-3%	u
CC(=O)c1cccc(NC(=O)Cn2ccn3nc(-c4ccccc4)cc3c2=O)c1	x	x	x	5%	13%	x	-7%	24%	3%
CCc1ccc(OCC(=O)N(Cc2ccccc2)C2CCS(=O)(=O)C2)cc1 (stereo not given)	1%	-1%	15%	4%	-13%	-2%	0%	10%	-10%

High-throughput results as filed in PubChem.
